TRb SRC2 PPI: qHTS for Inhibitors of the Interaction of Thyroid Hormone Receptor and Steroid Receptor Coregulator 2; TRbeta-SRC2 peptide binding, fluorescence polarization; receptor liganded with 1 µM T3; Potency, µM (top dose mostly 106 µM), inactives show top-dose activity change, negative = inhibition, usual class: inhibitors; actives 0.065% (n = 280,000);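 also: potency is read from the fitted curve at half-maximal effect; plate controls were bound peptide for no effect and peptide without receptor for full effect; nearly all actives have a fitted effect of over 50% in size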
Target sequence (P10828 whole entry, looked up): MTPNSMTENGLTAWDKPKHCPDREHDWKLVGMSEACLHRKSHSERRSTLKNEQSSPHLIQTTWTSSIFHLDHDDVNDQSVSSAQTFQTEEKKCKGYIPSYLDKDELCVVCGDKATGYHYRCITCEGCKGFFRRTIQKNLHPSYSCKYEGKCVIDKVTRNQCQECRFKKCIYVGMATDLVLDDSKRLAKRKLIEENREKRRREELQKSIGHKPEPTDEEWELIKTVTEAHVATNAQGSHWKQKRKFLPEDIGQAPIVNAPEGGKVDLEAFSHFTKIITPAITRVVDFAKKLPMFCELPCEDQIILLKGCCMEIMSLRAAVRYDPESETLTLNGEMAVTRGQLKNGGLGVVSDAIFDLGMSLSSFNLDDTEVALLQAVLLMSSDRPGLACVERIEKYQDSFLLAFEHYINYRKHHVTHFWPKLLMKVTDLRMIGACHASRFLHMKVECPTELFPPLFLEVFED
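Polarization signal, normalized between peptide-alone and full complex controls, measured compound effects on T3-liganded human TRb LBD (0.6 uM) binding 20 nM Texas Red SRC2 peptide after 5 hr.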
Tau fluor counter: Counterscreen qHTS for Inhibitors of Tau Fibril Formation, Fluorescence Polarization; actives 0.93% (n = 280,000); tau K18 P301L (four-repeat tau fragment) Alexa594 fluorescence, heparin fibrillization; AID 1463, 2008; Potency, µM (series often up to 57.7 µM), for the others: at the highest dose activity change, negative = decrease; also: potency is read from the fitted curve at half-maximal effect; % is scaled to controls: 0 for no effect and ±100 for the full control effect; nearly all actives have a fitted effect of over 55% in size
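Human K18 P301L tau (15 uM unlabeled plus 0.24 uM Alexa 594-labeled, final) in 100 mM sodium acetate pH 7 was mixed with compound and 20 uM heparin and incubated 6 hr at 37 C.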
Epigenetic derep: Quantitative High-Throughput Screen for Regulators of Epigenetic Control | murine LDR cells, GFP reporter derepression, 30 h | Potency, µM (titrated, usually from 53.9 µM), for the others: top-dose GFP activation, most hits filed as activators | actives 0.2% (n = 280,000); also: potency is read from the fitted curve at half-maximal effect; % of control where 0% means no effect; nearly all actives have a fitted effect of over 60% in size
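Murine LDR cells carrying a silenced, genomically integrated CMV-driven GFP reporter were exposed to compound for 30 hours at 37 C. After PBS washes, GFP-positive cells (20–120 um objects) were counted by laser-scanning microplate cytometry.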
TR SRC2 fluor cs: Total Fluorescence Counterscreen for Inhibitors of the Interaction of Thyroid Hormone Receptor and Steroid Receptor Coregulator 2. TRb/SRC2 Texas Red total fluorescence interference. Potency, µM (highest dose often 106 µM), inactives show at the top dose fluorescence change, negative = quenching. actives 0.29% (n = 280,000); active = well fitted curve in either direction with a large enough effect; inconclusive = small, poorly fitted or top-dose-only effect; also: potency is read from the fitted curve at half-maximal effect; % is scaled to controls: 0 for no effect and ±100 for the full control effect
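Human TRβ ligand-binding domain (0.6 uM) and Texas Red SRC2 peptide (20 nM) in Tris buffer with 1 uM T3 and 5% DMSO were incubated with pinned compound for 5 hr at ambient temperature. Total fluorescence was computed as S + 2P (555/632 nm).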
GLA spleen mod: qHTS Assay for Inhibitors and Activators of Human alpha-Galactosidase From Spleen Homogenate; human spleen homogenate, 4MU-alpha-Gal fluorescence, 40 min; Potency, µM (titrated, usually from 80 µM), for the others: at the highest dose activity change, negative = inhibition, hits mostly inhibitors; actives 0.008% (n = 240,000);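 also: potency is read from the fitted curve at half-maximal effect; 0% = enzyme with vehicle and -100% = no enzyme basal signal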
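Inhibition or activation of alpha-galactosidase in human spleen homogenate is scored by 4-MU fluorescence after 40 min at 37C, pH 5.0, with 1 mM substrate. AC50s come from concentration-response fitted to the Hill equation.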
Tau FP inhib: qHTS for Inhibitors of Tau Fibril Formation, Fluorescence Polarization; K18 P301L tau heparin fibrillization, Alexa594 FP, 6 h; actives 0.39% (n = 280,000); Microtubule-associated protein tau (Homo sapiens), P10636; Potency, µM (titrated, usually from 57.7 µM), without a hit: at the highest dose activity, negative = inhibition, actives largely listed as inhibitors; also: potency is read from the fitted curve at half-maximal effect; % is scaled to controls: 0 for no effect and ±100 for the full control effect; nearly all actives have a fitted effect of over 55% in size
Target sequence (P10636 561-689 P618L limits assumed): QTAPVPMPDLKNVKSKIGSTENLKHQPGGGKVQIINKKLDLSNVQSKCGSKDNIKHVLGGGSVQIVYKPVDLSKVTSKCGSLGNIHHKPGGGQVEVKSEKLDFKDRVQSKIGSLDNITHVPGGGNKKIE
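FP of Alexa 594-tau after heparin (20 uM) induction. Substrate: human K18 P301L, 15 uM unlabeled, 0.24 uM labeled. Buffer 100 mM sodium acetate pH 7. 6 hr, 37 C.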
CBFb RUNX1 block: qHTS Assay for Compounds Blocking the Interaction Between CBF-beta and RUNX1 for the Treatment of Acute Myeloid Leukemia | 230,000 tested, under 10 active | AlphaScreen CBFb-His/RUNX1-biotin binding, biochemical | Potency, µM (doses to about 59.8 µM), for inactives: at the highest dose activity, negative = inhibition, usual class: inhibitors | AID 1477, 2009; also: % of control where 0% means no effect
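Bead-based AlphaScreen assay; binding partners His-tagged CBF-beta and biotinylated RUNX1 at 30 nM each. Compound exposure 15 min after a 20-min protein preincubation; bead step 90 min; all steps at room temperature.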
NPSR antagonist: qHTS Assay for Antagonists of the Neuropeptide S Receptor: cAMP Signal Transduction. CHO-NPSR cells, cAMP TR-FRET, antagonist mode. Potency, µM (top dose mostly 38.3 µM), for inactives: at the top dose activity change, negative = inhibition, actives largely listed as inhibitors. actives 1% (n = 220,000); also: potency is read from the fitted curve at half-maximal effect; % is scaled to controls: 0 for no effect and ±100 for the full control effect; nearly all actives have a fitted effect of over 50% in size; many of its hits are not listed in these tables
Target sequence (Q6W5P4 whole entry, looked up): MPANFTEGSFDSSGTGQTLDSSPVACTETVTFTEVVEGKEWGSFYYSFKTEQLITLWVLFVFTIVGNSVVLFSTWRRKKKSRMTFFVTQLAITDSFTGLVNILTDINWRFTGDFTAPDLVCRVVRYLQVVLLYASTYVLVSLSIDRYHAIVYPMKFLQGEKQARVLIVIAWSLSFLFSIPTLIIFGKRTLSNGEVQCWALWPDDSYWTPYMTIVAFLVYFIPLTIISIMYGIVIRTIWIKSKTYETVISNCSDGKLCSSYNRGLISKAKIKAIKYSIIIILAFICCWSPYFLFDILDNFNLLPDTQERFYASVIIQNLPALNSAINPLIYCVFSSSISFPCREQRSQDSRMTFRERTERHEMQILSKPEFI
The depositor's hits bear a star; ? = inconclusive; · = no result given; & = joins results of further samples; [ ] = remark or other dose. Unless noted, calls follow the shape of the dose curve; as a rule, active = well fitted curve in the direction sought with a large enough effect; inconclusive = small, poorly fitted or top-dose-only effect, or another doubt; inactive = no such curve, though single readings can be large; an effect the other way counts as inactive or inconclusive.

Below each SMILES – TRb SRC2 PPI | Tau fluor counter | Epigenetic derep | TR SRC2 fluor cs | GLA spleen mod | Tau FP inhib | CBFb RUNX1 block | NPSR antagonist
CCOc1cc(C(N)=O)cc(Br)c1OCc1ccccc1
  3% | -17% | 2.6% | 0% | -1% | -15% | 1% | 0%
COc1ccc(NC(=O)CN(C)S(=O)(=O)c2ccc3[nH]c4c(c3c2)CCCC4)cc1Cl
  8% | 14µM*[quencher] | -0.4% | -15% | · | 5% | · | ·
CN(C)S(=O)(=O)c1ccc(C(=O)Nc2nc3ccccc3[nH]2)cc1
  5% | 0% | -1.4% | 2% | -7% | 3% | -1% | 3%
COc1cc(OC)c(C2C(C#N)=C(N)OC3=C2C(=O)CC(C)(C)C3)cc1OC (stereo not given)
  -3% | -9% | 2.4% | 1% | 2% | 4% | 1% | 6%[46.1 µM]
COc1ccccc1Oc1coc2cc(OC(=O)N3CCOCC3)ccc2c1=O
  -17% | 4% | 0.0% | -2% | -7% | 4% | 7% | 2%[46.1 µM]
Cc1ccc2c(c1)-c1cc(C)nn1C(c1sccc1C)N2 (stereo not given)
  9% | -28% | -0.7% | 0% | -8% | 7% | 29% | -11%[46.1 µM]
COc1cc2c(cc1NC(=O)COC(=O)CNC(=O)c1ccccc1)oc1ccccc12
  -3% | ? | -0.2% | 4% | 1% | ? | 3% | 21%
COC(=O)c1nc(NC(=O)c2ccccc2Br)n[nH]1
  -2% | 1% | -1.5% | 1% | -5% | 15% | 19% | -20%
CSc1ncc(CN2CCN(CCC(C)C)C(CCO)C2)cn1 (stereo not given)
  -3% | 7% | 0.0% | -6% | -16% | 2% | 9% | -8%
COC(=O)C1=C(O)/C(=C\c2ccc(CNS(=O)(=O)c3ccc(Cl)cc3)o2)N=C1C
  -3% | -20% | 0.0% | 0% | -19% | -7% | 0% | -33%
CC(=O)N(c1ccc(N(C(C)=O)S(=O)(=O)c2cccs2)cc1)S(=O)(=O)c1cccs1
  -5% | 0% | -0.8% | 2% | -2% | -2% | 9% | -8%[46.1 µM]
CC1CCN(c2ccc(/C=C(\C#N)c3nn(-c4ccccc4)c(N)c3C#N)cc2[N+](=O)[O-])CC1
  -2% | ? | 0.0% | 0% | 7% | -9% | -1% | -8%
Cc1cc(C)c(C2=NOC3C4CCC(C4)C23)c(C)c1 (stereo not given)
  -6% | -11% | -2.6% | -6% | 2% | -10% | 1% | -17%
CCOC(=O)CSc1n[nH]c(-c2ccco2)n1
  -16% | -4% | -1.2% | -3% | 0% | -9% | 3% | 2%[46.1 µM]
COc1ccc(N2CCN(C(=O)C3CCN(S(=O)(=O)c4cccs4)CC3)CC2)cc1
  -1%&2% | -29%&-8% | -1.1%&0.0% | 1%&6% | 3% | 6%&9% | -1% | 7%
COc1ccc(Br)cc1/C=N/NC(=O)Cn1nnnc1N
  -1% | 6% | 1.1% | -5% | -9% | 12% | 12% | -8%
C[C@]12CC[C@@H]3c4ccc(OC(=O)c5ccccc5)cc4CC[C@H]3[C@@H]1CC[C@@H]2O
  1%&5% | 8% | 0.3% | -3%&-3% | -3% | 5% | 2% | -24%
CCOC(=O)/C(=N/Nc1ccc(OC)cc1)Sc1nnc(CCc2ccccc2)n1-c1ccccc1
  -4% | -10% | -3.0% | -1% | -16% | 2% | -13% | -9%
Cc1c(O)ccc2c3c(c(=O)oc12)CCCC3
  -13% | -7% | 1.0% | 1% | ? | 8% | 5% | -4%[46.1 µM]
CCOC(=O)c1ccc(NC(=O)CSc2nnc(-c3cccs3)n2C)cc1
  6% | -5% | -2.9% | -1% | -1% | -6% | 8% | -13%[46.1 µM]
COc1ccc(OC)c(C2=Nn3c(nnc3-c3cc(OC)c(OC)c(OC)c3)SC2)c1
  -3% | -11% | -4.3% | 4% | 8% | 9% | 2% | ?
Nc1nc(N)nc(-c2ccccc2-c2nc(N)nc(N)n2)n1
  -6% | -3% | 4.0% | -3% | 13% | 6% | -3% | -16%
CCC(=O)Nc1c(C(=O)Nc2cccc(OC)c2)oc2ccccc12
  -5% | -9% | -0.3% | -1% | -2% | -5% | 5% | -22%[46.1 µM]
CCCC1(C(=O)OCC)NC(c2ccco2)C2C(=O)N(C)C(=O)C21 (stereo not given)
  5% | 0% | 1.3% | -6% | 9% | 7% | 20% | -1%
Cc1ccc(SCC(=O)Nc2c(Br)cnn2C)cc1
  3% | -14% | -1.7% | -1% | 7% | -7% | 8% | -6%
O=C1NCC(=O)N(Cc2ccccc2)/C1=C/c1ccccc1
  2% | 4% | -0.3% | 0% | -5% | -2% | 12% | -14%
Cn1nc(C(=O)NCc2ccc(F)cc2)c2ccccc2c1=O
  -6% | -5% | 0.5% | -1% | -5% | 8% | 12% | -13%[46.1 µM]
COc1ccc(NC(=O)N(CCc2ccccc2)Cc2cc3c(C)cc(C)cc3[nH]c2=O)cc1
  -1% | ? | -1.0% | -4% | -9% | 8% | 2% | ?
CCc1nnc(SCC(=O)Nc2ccc(N3CCOCC3)cc2)o1
  7% | -1% | -1.0% | 3% | 1% | 4% | -4% | -9%[46.1 µM]
Cc1[nH]c(=O)[nH]c(=O)c1NC(=O)CSc1ncccc1-c1nc2ccccc2[nH]1
  -1% | 3% | -0.7% | -7% | 3% | ? | -6% | 18%[46.1 µM]

Next section, overlapping the part above by 4 compounds.
Below each SMILES – TRb SRC2 PPI | Tau fluor counter | Epigenetic derep | TR SRC2 fluor cs | GLA spleen mod | Tau FP inhib | CBFb RUNX1 block | NPSR antagonist
Cn1nc(C(=O)NCc2ccc(F)cc2)c2ccccc2c1=O
  -6% | -5% | 0.5% | -1% | -5% | 8% | 12% | -13%[46.1 µM]
COc1ccc(NC(=O)N(CCc2ccccc2)Cc2cc3c(C)cc(C)cc3[nH]c2=O)cc1
  -1% | ? | -1.0% | -4% | -9% | 8% | 2% | ?
CCc1nnc(SCC(=O)Nc2ccc(N3CCOCC3)cc2)o1
  7% | -1% | -1.0% | 3% | 1% | 4% | -4% | -9%[46.1 µM]
Cc1[nH]c(=O)[nH]c(=O)c1NC(=O)CSc1ncccc1-c1nc2ccccc2[nH]1
  -1% | 3% | -0.7% | -7% | 3% | ? | -6% | 18%[46.1 µM]
N=c1sccn1CC(=O)Nc1cc(S(=O)(=O)N2CCCC2)ccc1Cl
  1% | 9% | -1.4% | -4% | 1% | 5% | 0% | 3%
Clc1cccc(Cl)c1/C=N\Nc1nccs1
  10% | 0% | 1.3% | 5% | -2% | 4% | 1% | -8%[46.1 µM]
CC(C)(C)NS(=O)(=O)c1ccc(NC(=O)Cc2ccccc2[N+](=O)[O-])cc1
  -6% | -21% | -1.3% | -3% | -3% | -5% | -2% | 16%
CCC1=C(OC(=O)N(CC)CC)N2C(=O)OC(=NCC(=O)OC)[C@]2(Cc2ccccc2)[C@H]2C1=CC[C@H]1C(=O)NC(=O)[C@H]12
  -6%&-6% | 2%&5% | 0.4%&-0.8% | -2%&2% | 3%&5% | 5%&3% | 9%&10% | 9%
Cc1cccc(C(=O)Nc2c(C(=O)NCc3ccc(Cl)cc3)sc3nc(C)cc(C)c23)c1
  5% | -24% | 2.2% | -18% | · | 1% | · | ·
NC(=S)N/N=C\c1ccc(-c2cccc(Cl)c2Cl)o1
  -9% | ? | -4.5% | 2% | -19% | -14% | -14% | ?
Cc1cc2ncn(-c3ncnc4sc5c(c34)CCCC5)c2cc1C
  -4% | -12% | -1.0% | -1% | 4% | -1% | 7% | -22%[46.1 µM]
CCOC(=O)c1ccc(NC(=O)CCC(=O)N2Cc3ccccc3Oc3ncccc32)cc1
  6% | -13% | -0.6% | -24% | · | -2% | · | ·
CC(=O)Nc1nc2ccccc2n1Cc1ccccc1
  4% | -6% | -0.7% | 1% | 5% | -8% | 1% | -2%[46.1 µM]
O=C(N/N=C/c1ccc(-c2cccc([N+](=O)[O-])c2)o1)c1ccc([N+](=O)[O-])cc1
  2% | ? | 1.4% | -8% | 3% | 10% | -18% | -29%
Cc1nn(C)cc1C(C(=O)NC1CCCCC1)N(C(=O)Cc1cccs1)c1ccc(C(C)C)cc1 (stereo not given)
  0% | 4% | 0.0% | -3% | -14% | -2% | 1% | ?
O=C(O)CC(CNS(=O)(=O)c1cccc2nsnc12)c1ccccc1 (stereo not given)
  -11% | -5% | -0.8% | -1% | 1% | -1% | -15% | 18%
O=C(Cn1cccc1C(=O)c1ccccc1)NCc1ccccc1
  -1% | -13% | -1.5% | 1% | -10% | -6% | 2% | -9%[46.1 µM]
O=C(NCCc1ccccc1)C(=O)NCC1CCNCC1
  -2% | -3% | 7.0% | -2% | 1% | -5% | 7% | 18%
Cc1c2c(=O)n(-c3nc4ccccc4s3)nc-2cc(O)n1Cc1ccccc1
  ? | -26% | 2.8% | ? | 13% | -1% | ? | 0%
COC(=O)c1cc(NC(=O)c2cc(-c3ccc(Cl)cc3)oc2C(F)(F)F)ccc1N1CCOCC1
  0% | ? | 8.1% | 0% | 2% | -1% | 16% | -36%
Cc1ccc(S(=O)(=O)N2CCN(CC(=O)N/N=C\c3cccnc3)CC2)cc1
  9% | -2% | 0.0% | 2% | 3% | 3% | -2% | 15%
O=C(Nc1ccc(F)c(F)c1)C1CCCN(S(=O)(=O)c2cccc3nonc23)C1 (stereo not given)
  -4% | -11% | ? | 1% | · | -7% | · | ·
CC1CCN(CCCOc2ccc(OCc3ccccc3)cc2)CC1
  4% | -5% | 0.0% | 0% | 0% | 7% | 4% | 15%[46.1 µM]
c1cnc2c(C3NCCc4c3[nH]c3ccccc43)cccc2c1 (stereo not given)
  -2% | 3% | -1.4% | 1% | 2% | 2% | -1% | -4%
CC(=O)Nc1ccc(N2C(C(C)=O)=NN(c3ccccc3)C2c2cccs2)cc1 (stereo not given)
  -8% | 25µM*[quencher] | -1.2% | 0% | -5% | 0% | 4% | -6%[46.1 µM]

Screens from PubChem.

Not all compounds are listed, so the mix of outcomes need not match the whole.
